Screens (PubChem)
Pf growth 96h: inhibits malaria parasite growth, 96 h | P. falciparum luciferase reporter growth, 96 h | Potency, µM (top dose mostly 28.7 µM), for inactives: at the top dose activity change, negative = inhibition, most hits filed as inhibitors | 320,000 compounds, 6.9% hits | AID 504834; note: potency is the fitted concentration of half-maximal effect; % is set by controls: 0 for no effect and ±100 for the full control effect
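Plates of compound plus infected erythrocytes (2% hematocrit, 0.05% parasitemia final) incubate 96 hours, 37 C, 5% CO2. Detection reagent added; reduced luminescence from the parasites' luciferase reporter flags inhibition.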
CHX counter: counter-screen for Shiga toxin inhibitors: cycloheximide protein synthesis inhibition; 300,000 compounds, 12% hits; cell reporter, cycloheximide protein synthesis inhibition counterscreen; max response, %; in the data active = max response mostly above about 13%, no sharp cut-off; inactive = mostly below about 14%; note: read at 38.3 µM for the half of the compounds with a filed dose; 0% is about no effect
Shiga toxin inh: inhibitors of Shiga toxin in Vero cells. AID 2315. inhibition, % at 38.7 µM. Vero cells, Shiga toxin protein synthesis inhibition reporter. 290,000 compounds, 9.2% hits; in the data active = inhibition mostly above about 28%, no sharp cut-off; inactive = mostly below about 43%; note: 0% is about no effect
Tb PYK inh: blocks Trypanosoma brucei pyruvate kinase | Q57TT1 | TbPYK enzyme, Kinase-Glo Plus ATP luminescence, 45 min | Potency, µM (doses to about 76.8 µM), inactives show at the top dose activity, negative = inhibition, most hits filed as inhibitors | 410,000 compounds, 0.12% hits | AID 624173; note: potency is the fitted concentration of half-maximal effect; % is set by controls: 0 for no effect and ±100 for the full control effect; nearly all actives have a fitted effect of over 50% in size
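Glycolytic pyruvate kinase of T. brucei was incubated with substrate, test compound and 130 uM ADP for 45 minutes at room temperature. Luminescent Kinase-Glo Plus signal was measured after 10 minutes.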
HCV inh: inhibitors of hepatitis C virus infection; Huh7.5.1 HCVcc-Cre infection, luciferase reporter, 44 h; Potency, µM (doses to about 41.8 µM), without a hit: top-dose activity change, negative = inhibition, actives largely listed as inhibitors; 340,000 compounds, 3.4% hits; AID 651820; note: potency is the fitted concentration of half-maximal effect; % is set by controls: 0 for no effect and ±100 for the full control effect
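Infectious HCVcc-Cre (~0.5 moi) was added to cells just after compound, with cells seeded 4 h earlier at 1,000 per well. Luciferase activity after 44 h culture reported infection; substrate was incubated 15 min at room temperature before reading.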
LmPK inh: LmPK (Leishmania mexicana) enzyme inhibition; Q27686; AID 1721; 290,000 compounds, 0.37% hits; Potency, µM (top dose mostly 57.5 µM), for inactives: at the top dose activity change, negative = inhibition, most hits filed as inhibitors; purified LmPK, Kinase-Glo ATP luminescence, 1 h; note: potency is the fitted concentration of half-maximal effect; % is set by controls: 0 for no effect and ±100 for the full control effect
Target sequence (Q27686 whole entry, looked up): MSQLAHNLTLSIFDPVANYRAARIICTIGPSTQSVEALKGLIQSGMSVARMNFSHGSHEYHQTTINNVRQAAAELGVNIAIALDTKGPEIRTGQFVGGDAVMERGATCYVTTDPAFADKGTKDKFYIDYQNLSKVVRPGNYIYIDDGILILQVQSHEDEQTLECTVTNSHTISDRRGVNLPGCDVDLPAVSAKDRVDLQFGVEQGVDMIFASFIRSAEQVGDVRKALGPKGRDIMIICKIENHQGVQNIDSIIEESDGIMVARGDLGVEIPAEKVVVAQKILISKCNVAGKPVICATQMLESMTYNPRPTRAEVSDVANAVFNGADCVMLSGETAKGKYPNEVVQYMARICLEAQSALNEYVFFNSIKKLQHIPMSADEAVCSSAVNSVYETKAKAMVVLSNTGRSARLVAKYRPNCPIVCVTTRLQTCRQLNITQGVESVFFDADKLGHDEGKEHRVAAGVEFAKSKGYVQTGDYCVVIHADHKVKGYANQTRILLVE
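Pyruvate kinase activity monitored as ATP production (luciferase luminescence). Conditions: 0.1 nM enzyme, 0.5 mM PEP, 0.1 mM ADP, 1 h, RT; normalized against uninhibited and no-enzyme wells.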
Pf growth 48h: inhibits P. falciparum growth in the first generation, 48 h; P. falciparum luciferase growth in erythrocytes, 48 h; Potency, µM (highest dose often 28.7 µM), without a hit: top-dose activity change, negative = inhibition, hits mostly inhibitors; 310,000 compounds, 5.9% hits; AID 504832; note: potency is the fitted concentration of half-maximal effect; % is set by controls: 0 for no effect and ±100 for the full control effect
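Compounds are pin-transferred into medium, infected erythrocytes (2% hematocrit, 0.1% parasitemia final) are added, and plates sit one parasite generation at 37 C in 5% CO2. Detection reagent is then added and luminescence measured.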
* hit, by the source's call; ? = inconclusive; nt = not tested or not shown; [ ] = another dose, or the depositor's remark. Unless noted, calls come from the whole dose curve; as a rule, active = well fitted curve in the direction sought with a large enough effect; inconclusive = small, poorly fitted or top-dose-only effect, or another doubt; inactive = no such curve, though single readings can be large; an effect the other way counts as inactive or inconclusive.

SMILES | Pf growth 96h | CHX counter | Shiga toxin inh | Tb PYK inh | HCV inh | LmPK inh | Pf growth 48h
Cc1ccc(C(=O)NN2CC(O)=C(c3nc(-c4cccc([N+](=O)[O-])c4)cs3)C2=N)cc1 | 27% | 0 | -7 | -5% | 10% | 0% | 33%[activator]
CC1Sc2ccc(S(=O)(=O)CCC(=O)N(C)Cc3ccco3)cc2NC1=O (configuration not stated) | 28% | 7 | -4 | -9% | -6% | 3% | -12%
S=C(Nc1ccccc1)N(CCN1CCOCC1)Cc1cccc(Cl)c1 | -30% | -7 | -11 | 2% | -7% | 2% | ?
Cc1nc2ccccc2c(=O)n1-c1ccc(C(=O)O)cc1 | 2% | -1 | -3 | -7% | -1% | 2% | 16%
CC1(C)C(/C=C/C=C/C=C/C=C2\N(CCCCS(=O)(=O)O)c3ccc4ccccc4c3C2(C)C)=[N+](CCCCS(=O)(=O)[O-])c2ccc3ccccc3c21 | ? | nt | nt | ? | -95% | nt | ?
CCOc1cc(C2C3=C(CC(C)(C)CC3=O)N(CCCOC)C3=C2C(=O)CC(C)(C)C3)ccc1O | ? | -3 | -2 | -6% | 6% | -19% | ?
COc1cccc(NC(=O)CN(C)C(=O)c2ccc(S(=O)(=O)Nc3ccccc3F)cc2)c1 | 2% | nt | nt | 2% | 6% | nt | ?
CCCNS(=O)(=O)c1ccc(N2CCCC2=O)c([N+](=O)[O-])c1 | 35%[activator] | -2 | -18 | 10% | 3% | -3% | 15%
CCCC(=O)NC(=S)Nc1ccccc1OC | 8% | -1 | 3 | 3% | -24% | -4% | -4%
COC(=O)C1=NN[C@H](C(=O)OC)[C@H]1c1ccccc1 | 13% | -2 | -8 | -5% | 3% | 0% | -8%
COc1cccc(C(=O)OC2CCN(C)CC2)c1 | 9% | 2 | 23 | -1% | 3% | 4% | 32%[activator]
CCOc1cc(NC(=O)C2CC2)c(OCC)cc1NC(=O)CCn1nnc2ccccc21 | -7% | -5 | 2 | -8% | ? | -6% | -6%
Nc1nc(-c2cc3ccccc3o2)cs1 | 86%[activator] | 33* | 98* | -4% | -5% | -3% | 225%[activator]
O=C(c1ccc(C(F)(F)F)cc1)N1CCN(c2ccc(N3CCOCC3)nn2)CC1 | ? | nt | nt | -3% | 20% | nt | -8%
Cc1cc(C)c[n+](-c2[nH]c(=O)sc2/C=N/N=C(\N)[S-])c1 | 10% | -3 | -15 | -3% | 14% | -2% | 26%
S=c1[nH]nc(COc2ccc(Cl)cc2)n1-c1ccc(Cl)cc1 | ? | -3 | nt | ? | -9% | -5% | 14%
CN(C)S(=O)(=O)c1ccc(NC(=O)COC(=O)CC2CC3CCC2C3)cc1 (configuration not stated) | 23% | -6 | -4 | -10% | 8% | 2% | 0%
O=C(C1CCC(Cn2c(=S)[nH]c3ccccc3c2=O)CC1)N1CCN(c2ccccn2)CC1 (configuration not stated) | 12µM* | -7 | -5 | -9% | 13µM* | -1% | 0%
COc1ccc(C)cc1NC(=O)Nc1ccc2c(c1)CCC2 | -17% | 24* | 29 | -10% | ? | -2% | -20%
Clc1ccc(CSc2cc3c(nn2)-c2ccccc2CC3)cc1 | 71%[activator] | 15* | 50 | -10% | ? | 2% | 37%[activator]
O=S(=O)(c1cccc2nsnc12)N1CCc2ccccc21 | -27% | 38 | 74 | -2% | -26% | -6% | 89%
CCCc1ccc(C(=O)NNc2cccc(C)c2)cc1 | ? | 29* | 46* | -2% | -26% | 1% | 30%[activator]
CC(C)OCCCNC(=O)Cn1ncc2c(=O)oc3ccccc3c21 | 0% | -1 | 3 | 4% | 14% | 3% | -6%
COc1ccc(N2CCN(C(CNC(=O)C(=O)NCc3ccc4c(c3)OCO4)c3ccco3)CC2)cc1 (configuration not stated) | ? | -3 | -7 | -1% | ? | 1% | ?
COc1ccnc2c1c(=O)n(Cc1cccc(Cl)c1)c(=O)n2C | -21% | -5 | -4 | 8% | -5% | 7% | 11%
CCN(CC)C(=O)c1ccc(S(=O)(=O)NCc2cccnc2)cc1 | 17% | 5 | 15 | 0% | ? | -7% | nt
COC(=O)c1ccc(C(=O)OC)c(NC2=NS(=O)(=O)c3ccccc32)c1 | nt | -2 | -7 | -19% | 4% | 5% | 12%
CC1CCN(C(c2ccc(N(C)C)cc2)c2nnnn2Cc2ccc(F)cc2)CC1 (configuration not stated) | nt | -3 | -6 | -14% | -2% | 1% | 2%
COc1cccc(/C=N/Nc2nc3ccccc3n3cnnc23)c1 | ? | -2 | 18 | -1% | -18% | 4% | 18%
CC(C)(C)c1nc(CN2CCCCC2)cc(CN2CCCCC2)c1O | ? | -2 | -12 | -1% | -9% | 1% | 9.3µM*
O=C(CCC(=O)N/N=C/c1ccccc1O)NCc1ccccc1 | -16% | -1 | 27 | -19% | -25% | -1% | -2%
CCc1nnc(NS(=O)(=O)c2ccc(N/C=C(\C=O)c3nc4cc(Cl)ccc4o3)cc2)s1 | 16% | 7 | -4 | -3% | 1% | 2% | 6%
COc1ccc(-c2nnc3cccc(Cl)n23)c(OC)c1 | 15% | 10* | 43* | 4% | 0% | -6% | 16%
CCOC(=O)C(=Nc1ccccc1)NO | 32%[activator] | -3 | -11 | 6% | 22% | -5% | 4%
Fc1ccccc1NC(=S)NCCc1ccc(Cl)cc1 | ? | 53* | 74* | -3% | -8% | 0% | ?
Cc1ccc(C(=O)OCN2C(=O)c3ccccc3C2=O)c(O)c1 | -1% | 9 | -16 | -5% | 3% | 3% | -2%

Molecules above that contain a furan ring, fused or not, in the order listed:
SMILES | Pf growth 96h | CHX counter | Shiga toxin inh | Tb PYK inh | HCV inh | LmPK inh | Pf growth 48h
CC1Sc2ccc(S(=O)(=O)CCC(=O)N(C)Cc3ccco3)cc2NC1=O (configuration not stated) | 28% | 7 | -4 | -9% | -6% | 3% | -12%
Nc1nc(-c2cc3ccccc3o2)cs1 | 86%[activator] | 33* | 98* | -4% | -5% | -3% | 225%[activator]
COc1ccc(N2CCN(C(CNC(=O)C(=O)NCc3ccc4c(c3)OCO4)c3ccco3)CC2)cc1 (configuration not stated) | ? | -3 | -7 | -1% | ? | 1% | ?

Other structures.
SMILES | Pf growth 96h | CHX counter | Shiga toxin inh | Tb PYK inh | HCV inh | LmPK inh | Pf growth 48h
S=c1[nH]nc(-c2cc(-c3ccccc3)n[nH]2)n1/N=C/C=C/c1ccco1 | 38%[activator] | 1 | -2 | ? | 3% | 7% | 25%
COc1ccccc1NS(=O)(=O)c1ccc(C)c(NC(=O)c2ccc(S(=O)(=O)N3CCCCCC3)cc2)c1 | ? | 1 | 9 | 3% | 7.9µM* | 6% | ?
O=C1C(NS(=O)(=O)c2cccs2)=C(N2CCN(Cc3ccccc3)CC2)C(=O)c2ccccc21 | ? | 9 | 29 | -6% | -15% | -22% | ?
CCn1cc(/C=N\NC(=O)c2cc(-c3ccccc3OC)nc3ccccc23)c(C)n1 | 1.9µM* | 5 | 12 | -5% | 25% | 4% | 1.7µM*
O=C(CCCOc1ccccc1)Nc1ccc(S(=O)(=O)Nc2ccccn2)cc1 | -12% | -4 | -7 | -6% | 1% | 1% | ?
COc1ccc(-n2cc(CN[C@H]3CCCCNC3=O)c(-c3cccc(F)c3)n2)cc1 | ? | -2 | 17 | 6% | ? | 4% | ?
CCCC(c1nnnn1Cc1ccc(OC)cc1)N1CCC(C(N)=O)CC1 (configuration not stated) | 5% | -3 | -7 | -10% | 22% | 1% | -23%
CCOC(=O)N1CCN(S(=O)(=O)c2ccc(F)c(C(=O)Nc3ccc(C)c(Cl)c3)c2)CC1 | -3% | -5 | -11 | 2% | ? | 3% | 13µM*
C[C@H](O)CC1=C[C@H](O)[C@@H](C)OC1=O | 57%[activator] | -1 | -11 | 4% | 7% | -2% | 3%
O=[N+]([O-])c1ccc(Cl)cc1CN1CCCCCC1 | ? | -7 | -8 | -15% | -4% | 0% | 21%
COc1ccc(CCn2c(-c3cccc([N+](=O)[O-])c3)nc3nc4ccccc4nc32)cc1OC | ? | -4 | -22 | -5% | 11% | -1% | 13%
COc1ccc(S(=O)(=O)NNC(=O)Nc2ccccc2OC)c(OC)c1 | 4% | 11 | -9 | 4% | 6% | 6% | -9%
NCCOc1ccccc1-c1ccccc1 | -9% | -3 | -17 | -13% | 4% | 1% | 0%
OC1CN=C2CCCc3c2n(c2ccc(Cl)cc32)C1 (configuration not stated) | nt | 7 | 2 | -5% | -26% | -1% | ?
CC(C)(C)OC(=O)NCCCCCc1nnc(SCc2ccccc2)o1 | ? | 1 | 25 | 1% | ? | 7% | ?
CN(Cc1ccccc1)C(=O)NC1CCCCC1 | ? | 4 | 13 | 0% | -10% | 3% | 2%
COc1ccccc1C(=O)NC(=O)CSc1nc2nc(C)cc(C)n2n1 | 37%[activator] | nt | nt | -3% | 5% | nt | -14%
Cc1ccc(CNCC2CCCO2)o1 (configuration not stated) | 13µM* | -5 | -7 | 2% | 7% | 0% | -3%
COc1ccc(NC(=S)NC(NC(=O)CCl)C(Cl)(Cl)Cl)c([N+](=O)[O-])c1 (configuration not stated) | 22% | -3 | -2 | -11% | ? | 2% | -27%
Cc1ccc(/C=C/C2=NN(C)C(=O)CC2)cc1 | 361%[activator] | 27* | 63* | -7% | -9% | -14% | 355%[activator]
COc1ccc(Nc2nc(N3CCN(C)CC3)nc3ccccc23)c(OC)c1 | 0% | 2 | 2 | 2% | -22% | 6% | ?
COc1ccc(-c2cn3c(C)c(C(=O)NC(C)C)sc3n2)cc1 | -1% | 8 | 53* | -19% | 5% | 1% | 10%
CCOC(=O)c1ccc(NC(=S)N2CCSC2c2ccc(Br)cc2)cc1 (configuration not stated) | -21% | 13* | 16 | 0% | ? | 2% | -18%
CCn1c(SCC(=O)N2CCOCC2)nc2oc3c(Cl)cc(Cl)cc3c(=O)c2c1=O | 6% | 2 | 3 | nt | nt | -1% | -20%
CC(C)(C)c1ccc(CCC(CC(=O)O)CC(=O)O)cc1 | ? | 11 | 44 | 3% | 9% | 1% | 11%
Cc1c(C)c(C)c(CO/N=C/c2cccs2)c(C)c1C | ? | -2 | -7 | 3% | ? | 4% | -17%
COc1cccc(-c2cc(-c3cccnc3)nc(N)c2C#N)c1 | -11% | -3 | -12 | 0% | -11% | -1% | -5%
C=CCn1c(NC(=O)c2ccco2)nc2ccccc21 | 11% | 17 | -22 | 1% | -19% | -11% | 12µM*
COc1nn(CC(=O)N2N=C(C(F)F)CC2(O)C(F)F)cc1[N+](=O)[O-] (configuration not stated) | -19% | -2 | 14 | -5% | -2% | 3% | 2%
O=[N+]([O-])c1ccc(-c2nc(NCc3ccccc3)c3ccccc3n2)cc1 | -7% | 9 | -6 | 4% | ? | 1% | 12%
COc1ccc(-c2cc(C(F)(F)F)nc(SCC(=O)NCCN3CCOCC3)n2)cc1OC | -26% | 4 | 1 | 5% | -20% | -3% | -5%

A different layout for some results above:
SMILES	Pf growth 96h	CHX counter	Shiga toxin inh	Tb PYK inh	HCV inh	LmPK inh	Pf growth 48h
O=[N+]([O-])c1ccc(-c2nc(NCc3ccccc3)c3ccccc3n2)cc1	-7%	9	-6	4%	?	1%	12%
COc1ccc(-c2cc(C(F)(F)F)nc(SCC(=O)NCCN3CCOCC3)n2)cc1OC	-26%	4	1	5%	-20%	-3%	-5%
COc1nn(CC(=O)N2N=C(C(F)F)CC2(O)C(F)F)cc1[N+](=O)[O-] (configuration not stated)	-19%	-2	14	-5%	-2%	3%	2%
